Screening results deposited in PubChem by several laboratories.
TLR9-MyD88 inh: inhibitors of TLR9-MyD88 association in cells, primary screen, cell-based, CHO, BLA complementation, fluorescence | Toll-like receptor 9 (Homo sapiens) + Myeloid differentiation primary response protein … | CCF4 FRET ratio | inhibition, % at 4.98 µM | 340,000 compounds, 0.21% hits | AID 504734, 2011;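 active = inhibition above the mean over all tested compounds plus 3 SD, cut at about 21% in these data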;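 also: 0% = DMSO only wells and 100% = clavulanate BLA inhibitor control wells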
NOD2 RIPK2 PPI: NOD2-RIPK2 binding disruptors in cells, primary screen, fluorescence, CHO cells, BLA complementation | Receptor-interacting serine/threonine-protein kinase 2 (Homo sapiens), O43353 | CCF4 ratio | inhibition, % at 4.98 µM | 360,000 compounds, 0.38% hits | AID 624267, 2012; in the data active = inhibition above about 21%;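 also: 0% = vehicle only and 100% = reference blocker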
Target sequence (O43353 whole entry, looked up): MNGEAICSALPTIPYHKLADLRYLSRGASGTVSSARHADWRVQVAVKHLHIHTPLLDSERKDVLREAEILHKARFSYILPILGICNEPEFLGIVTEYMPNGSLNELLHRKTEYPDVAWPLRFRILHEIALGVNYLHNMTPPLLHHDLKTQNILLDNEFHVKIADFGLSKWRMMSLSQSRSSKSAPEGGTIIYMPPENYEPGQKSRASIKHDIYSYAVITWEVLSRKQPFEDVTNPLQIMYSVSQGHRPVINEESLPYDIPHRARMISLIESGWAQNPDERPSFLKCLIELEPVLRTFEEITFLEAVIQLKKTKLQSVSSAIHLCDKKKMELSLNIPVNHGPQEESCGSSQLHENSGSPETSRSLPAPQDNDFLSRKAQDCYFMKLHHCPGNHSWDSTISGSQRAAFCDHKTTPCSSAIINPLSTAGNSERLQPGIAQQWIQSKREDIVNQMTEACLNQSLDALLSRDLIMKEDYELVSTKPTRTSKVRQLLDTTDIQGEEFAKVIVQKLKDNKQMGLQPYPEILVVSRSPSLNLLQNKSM
NR2F2 inh: NR2F2 transcriptional activity inhibitors, primary screen, cell-based, luciferase reporter, HEK293T, luminescence. 370,000 compounds, 0.7% hits. inhibition, % at 8.6 µM. COUP transcription factor 2 (Homo sapiens), P24468. HEK293T NGFI-A luciferase reporter;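 active = inhibition above a per-plate cutoff, mean inhibition of test wells between control levels plus 3 SD, cut at about 38% in these data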;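 also: cells cotransfected with COUP-TFII expression vector driving the NGFI-A reporter; 0% = median of COUP-TF2 test wells and 100% = reporter-only cells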
NCOA2 inhibitor: inhibition of GAL4-SRC2 driven luciferase reporter, primary screen, SRC2 inhibitor project, cell-based, luminescence; inhibition, % at 9 µM; 370,000 compounds, 0.17% hits; Nuclear receptor coactivator 2 (Homo sapiens), Q15596; HEK293 GAL4-SRC2 luciferase reporter; AID 651957, 2012;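 active = inhibition above the mean inhibition of all tested compounds plus 3 SD, set per campaign, cut at about 52% in these data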;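 also: 0% = DMSO treated cells and 100% = cells given Gossypol at 36 µM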
Exocytosis inh: LAMP-1 surface exposure blockers, TALL-104 cells – cell-based, flow cytometry, MLPCN library, primary screen. TALL-104 LAMP-1 surface exposure; cells stimulated with thapsigargin and PMA. inhibition, % at 10 µM. 360,000 compounds, 0.66% hits;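 active = inhibition above about 55%, limit read from the data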
NCOA3 inh: SRC3 coactivator transcriptional activity inhibitors, primary screen, cell-based, luminescence; 360,000 compounds, 0.17% hits; HEK293 GAL4-SRC3 luciferase reporter; inhibition, % at 3.6 µM; Nuclear receptor coactivator 3 (Homo sapiens), Q9Y6Q9;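 active = inhibition above a per-campaign cutoff, the mean of all compounds plus 3 SD, cut at about 60% in these data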;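 also: 0% = DMSO-treated cells and 100% = gossypol-treated cells at 36 µM; higher means less SRC3-driven luciferase light from the GAL4 reporter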
TROY NFkB inh: inhibitors of TROY-driven NF-kB signaling, primary screen, Q293 LMP1-TROYcd cells, NF-kB luciferase, uHTS | 360,000 compounds, 0.98% hits | Q293 LMP1-TROYcd NF-kB luciferase reporter, 4 h | AID 1347056, 2019 | inhibition, % at 10 µM;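 active = compounds whose plate-normalised and pattern-corrected inhibition of the luciferase reporter signal at the single screening dose is 50% or more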
NR5A2 inv ag: LRH-1 (NR5A2) inverse agonists, primary screen, cell-based, luminescence, HEK293T, StAR-luciferase reporter | LRH-1 transfected, 24 h | inhibition, % at 3.6 µM | 360,000 compounds, 0.13% hits;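 active = inhibition above the mean inhibition of all tested compounds plus 3 SD, cut at about 73% in these data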;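 also: 0% = DMSO wells and 100% = reporter-only cells lacking LRH-1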
Target sequence (O00482 whole entry, looked up): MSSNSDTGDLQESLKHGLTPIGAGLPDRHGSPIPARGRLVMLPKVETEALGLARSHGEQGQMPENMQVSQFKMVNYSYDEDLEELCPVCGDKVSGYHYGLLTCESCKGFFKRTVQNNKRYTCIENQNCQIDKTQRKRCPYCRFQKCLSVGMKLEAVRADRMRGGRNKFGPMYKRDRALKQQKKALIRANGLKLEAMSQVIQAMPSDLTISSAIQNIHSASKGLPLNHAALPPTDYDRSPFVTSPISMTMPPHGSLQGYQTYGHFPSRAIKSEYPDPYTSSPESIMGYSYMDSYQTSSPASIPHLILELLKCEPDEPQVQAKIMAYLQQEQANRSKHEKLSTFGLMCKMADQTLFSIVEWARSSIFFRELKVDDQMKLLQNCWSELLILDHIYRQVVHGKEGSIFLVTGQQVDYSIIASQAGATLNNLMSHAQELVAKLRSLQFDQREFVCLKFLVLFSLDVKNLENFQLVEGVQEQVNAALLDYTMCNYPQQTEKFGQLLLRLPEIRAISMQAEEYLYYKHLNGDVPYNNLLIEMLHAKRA
NCOA1 inh: SRC1 coactivator transcriptional activity inhibitors, primary screen, cell-based, luminescence; Nuclear receptor coactivator 1 (Homo sapiens), Q15788; HEK293 GAL4-SRC1 luciferase reporter; inhibition, % at 3.6 µM; 360,000 compounds, 0.12% hits; AID 588354, 2011;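 active = inhibition above the campaign mean plus 3 SD, with each screening campaign given its own cutoff, cut at about 60% in these data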;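 also: 0% = DMSO treated cells and 100% = gossypol at 36 µM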
ABHD5-PLIN5 inh: ABHD5-PLIN5 interaction inhibitors, primary screen, cell lysate, split luciferase complementation, luminescence; Perilipin-5 (Homo sapiens) + 1-acylglycerol-3-phosphate O-acyltransferase ABHD5 (Homo …; Split G. princeps luciferase complementation, 4 h; inhibition, % at 4 µM; 360,000 compounds, 0.78% hits;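 active = inhibition above the mean inhibition across every tested compound plus 3 SD, cut at about 22% in these data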;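 also: 0% = DMSO only wells and the 100% control is not disclosed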
TWEAK-Fn14 inh: inhibitors of TWEAK-Fn14 signaling, primary screen, luciferase reporter cells, uHTS; TWEAK-stimulated Fn14 reporter cells, luciferase luminescence, 8 h; inhibition, % at 10 µM; 360,000 compounds, 2% hits; in the data active = inhibition above about 50%
Active calls of the source: *; . = not tested or not shown.

canonical_smiles	TLR9-MyD88 inh	NOD2 RIPK2 PPI	NR2F2 inh	NCOA2 inhibitor	Exocytosis inh	NCOA3 inh	TROY NFkB inh	NR5A2 inv ag	NCOA1 inh	ABHD5-PLIN5 inh	TWEAK-Fn14 inh
O=C1COc2ccccc2N1Cc1c(F)cccc1Cl	-10	-1	24	-2	-8	-7	-30	1	1	4	23
COc1cccc2cc(-c3cc(=O)oc4cc(C)c(O)cc34)oc12	8	-7	5	-6	0	-34	-13	-9	-24	7	1
Cc1ccc(N(C)S(=O)(=O)c2cccc(C(=O)Nc3ccc(C)cn3)c2)cc1	5	-10	12	10	-4	-7	20	4	0	-6	7
O=C(O/N=C\c1ccc(N2CCCCC2)c([N+](=O)[O-])c1)c1ccc(Cl)cc1Cl	-15	-2	5	25	1	-5	12	-4	-2	-4	-6
CCN(CC)c1ccc([N+](=O)[O-])cc1C(=O)O	-2	-9	6	-42	-1	9	13	-4	-22	2	9
CCN1CCN(c2ccc(S(=O)(=O)N3CCCCC3)cc2NC(=O)c2cc3ccccc3o2)CC1	2	1	16	-18	-6	-13	24	12	18	-1	15
C=CCSc1nnc(NC(=O)c2cccc(S(=O)(=O)N(C)c3ccccc3)c2)s1	-4	-3	11	-4	-5	10	38	-7	-4	0	9
CCOc1ccccc1NC(=O)CCNS(=O)(=O)c1ccc(NC(C)=O)cc1	9	-14	15	-1	-6	9	-14	-13	-2	-8	7
C/C(=N\NC(=O)CNc1cccc(C(F)(F)F)c1)c1cccs1	-6	6	-2	-5	1	8	-4	-12	-9	-9	1
CC(NC(=O)c1ccccc1F)c1cccc2ccccc12 (stereo unspecified)	3	-20	4	8	-3	20	4	30	-31	-2	6
CN1C(=O)[C@@H]2[C@H](C1=O)[C@@H]1C(=O)Nc3ccccc3C(=O)N1[C@@H]2c1ccc(Br)cc1	-10	-2	-15	12	-6	1	-18	25	-16	-8	15
C=CCN1C(=O)C(C)(C)Nc2ccccc21	3	3	5	-29	-1	-4	-3	-10	1	-1	-5
O=C(NN=C1CCCCCC1)c1cc2ccccc2cc1O	4	7	17	11	0	-21	10	-16	-15	1	0
CS(=O)(=O)c1nc(S(=O)(=O)c2ccc(Cl)cc2)c(NCCCN2CCOCC2)s1	8	-19	-2	-39	-1	-8	-6	14	-35	0	21
COc1ccccc1NC(=O)C(C)OC(=O)Cc1ccsc1 (stereo unspecified)	1	1	-14	-4	-3	-7	6	11	-2	2	-4
COc1cc(C(=O)Nc2cccc(-c3nc4ccccc4o3)c2C)cc(OC)c1OC	-5	-5	-9	-1	4	4	23	13	13	-4	3
c1coc(CNc2c3c(nc4ncnn24)CCC3)c1	-8	1	-24	12	0	-4	18	-31	-14	-5	5
N#C/C(=C\c1ccncc1)C(=O)Nc1ccc(C(=O)O)cc1	-5	-4	1	9	2	11	8	-1	2	3	15
Cc1cc(OCC(=O)Nc2nnc(C3CC3)s2)ccc1Cl	-112	10	-13	-16	-16	-33	-56	-10	-36	-3	-38
CCCCC(=O)NCCNc1nc2c(c(=O)n(C)c(=O)n2C)n1Cc1ccccc1	-1	5	-11	1	2	-5	2	3	-3	3	7
N/C(=N\OC(=O)CCCOc1ccccc1)c1ccc([N+](=O)[O-])cc1	-2	0	24	-14	-1	9	1	7	10	2	-14
CC1CCCCC12NC(=O)N(CC(=O)OCC(=O)NC(=O)c1ccccc1)C2=O (stereo unspecified)	-5	-1	3	-10	-3	-36	-6	-24	-14	-8	7
Cc1nnc(NC(=O)CCC(=O)N2CCN(CCOc3cccc4ccccc34)CC2)s1	.	-1	3	-17	-22	9	-16	12	-1	0	9
CCc1ccc(C(=O)C(C)OC(=O)Cc2n[nH]c(=O)c3ccccc23)cc1 (stereo unspecified)	-14	-4	3	8	-16	-2	13	16	2	-2	5
CCC(C)N(C(=O)C(F)(F)F)C(C(=O)NC1CCCCC1)c1ccncc1 (stereo unspecified)	0	-5	3	-3	-1	11	-15	0	-7	2	-9

canonical_smiles	TLR9-MyD88 inh	NOD2 RIPK2 PPI	NR2F2 inh	NCOA2 inhibitor	Exocytosis inh	NCOA3 inh	TROY NFkB inh	NR5A2 inv ag	NCOA1 inh	ABHD5-PLIN5 inh	TWEAK-Fn14 inh
CCN1C(=O)CC(N2CCN(C(c3ccccc3)c3ccccc3)CC2)C1=O (stereo unspecified)	-7	-7	-29	-18	3	10	-12	-6	-1	11	-2
CC1CCCN(CCCOc2ccc(Br)cc2Cl)C1 (stereo unspecified)	2	-12	-18	-39	1	-20	-33	-8	-7	15	-16
Cc1ccc(N(CC(=O)NN=C2CCN(C)CC2)S(=O)(=O)c2ccccc2)c(C)c1	0	-7	-3	-13	0	10	-17	22	3	-5	0
O=C(Cc1ccccc1)Nc1nnc(-c2ccccc2)o1	-9	-3	19	-29	0	-9	-15	0	-11	4	-29
Nc1ccccc1S(=O)(=O)C(F)F	3	-2	8	4	9	-15	24	-5	2	-8	-7
O=C(COc1ccccc1F)Nc1ccc2c(c1)CCC2	-10	-4	-36	-40	2	-54	-49	-84	-91	-5	-22
CN(C(=O)CCN1C(=O)C(C)(C)Nc2ccccc21)c1ccccc1	-44	4	-12	14	-3	19	-5	5	3	6	-6
CC1C/C(=N/N2C(=O)CSC2=S)CC(C)(C)C1 (stereo unspecified)	-7	-1	-2	-1	0	-8	6	-6	-4	-13	-12
COc1ccc(/C=C/C(=O)OCC(=O)NC(C)CCc2ccccc2)cc1OC (stereo unspecified)	-6	-5	-3	-11	-2	7	0	14	-7	-1	-15
COc1ccccc1-n1nnnc1SCC(=O)Nc1ccccn1	2	-6	6	-22	-1	-2	4	-7	18	-1	21
O=C(c1cccs1)N1CCN(S(=O)(=O)c2cccs2)CC1	0	10	16	21	0	-2	-8	-4	-9	-1	0
COc1cc(NC(=O)CCS(=O)(=O)c2ccc3c(c2)oc(=O)n3C)cc(OC)c1	1	0	5	-12	-2	6	7	-14	-13	2	-1
COc1ccc(N(C(=O)C(C)C)S(=O)(=O)c2cccc3cccnc23)cc1	-6	12	-6	-14	-5	12	4	10	-6	9	16
CC(C(=O)N1CCCc2c1c(=O)oc1ccc(O)cc21)N1CCc2ccccc2C1 (stereo unspecified)	4	-2	.	.	2	4	1	47	2	-19	19
COc1cccc(NC(=O)c2ccccc2SC)c1	6	0	-19	-19	0	-3	-9	0	2	3	3
Cc1cc(=O)nc2c3ccccc3n(C(C)C(=O)Nc3c(F)c(F)c(F)c(F)c3F)n12 (stereo unspecified)	3	-7	-1	-4	-1	8	-4	7	-4	-5	16
O=c1cc(O)c2sc(Nc3ccc(F)c(Cl)c3)nc2[nH]1	.	-8	-3	-42	-2	-6	6	7	5	-103	-3
CC(=O)N1C(=O)C2(C(C#N)=C(N)Oc3n[nH]c(-c4ccccn4)c32)c2ccccc21 (stereo unspecified)	-5	-5	7	-21	1	2	18	14	13	-1	9
Cc1cccc(NC(=O)c2ncn3c2C(=O)N[C@@H](C)C3)c1	1	-1	21	-7	-10	19	8	30	10	8	6
COc1ccc(OC)c(CCNC(=O)CN2C(=O)CC(C)(C)S(=O)(=O)c3ccccc32)c1	-6	4	2	-20	4	-7	-1	-1	-21	-4	4
O=C(NCc1ccco1)c1ccc(CS(=O)(=O)c2cccc(C(F)(F)F)c2)o1	9	4	-6	-26	-2	14	-15	-2	5	4	14
CCOc1ccccc1N1Cc2ccccc2C1	0	-3	-3	-7	-2	2	6	2	-6	-6	-11
Cc1ccc2cc(/C=N/NC(=O)[C@H]3C[C@@H]3c3ccccc3)c(Cl)nc2c1	3	-5	8	-17	-12	-10	-3	0	-3	-3	-21
CCc1ccccc1N(CC(=O)NCc1ccco1)C(=O)c1snc(C(N)=O)c1N	2	2	-28	-33	0	14	23	-9	12	8	9
O=C(O)c1nn(CC(=O)N2CCC(Cc3ccccc3)CC2)c(=O)c2ccccc12	-1	-11	-7	-16	10	11	14	-1	9	-7	22

canonical_smiles	TLR9-MyD88 inh	NOD2 RIPK2 PPI	NR2F2 inh	NCOA2 inhibitor	Exocytosis inh	NCOA3 inh	TROY NFkB inh	NR5A2 inv ag	NCOA1 inh	ABHD5-PLIN5 inh	TWEAK-Fn14 inh
CC(C)C(NC(=O)c1ccccc1F)C(=O)NCC(c1ccco1)N1CCCCC1 (stereo unspecified)	-15	-1	-4	4	-3	-15	15	-4	1	-7	12
Cc1cc2nc(N=C(N)N)nc(C)c2cc1C	0	-1	-1	-46	-7	-1	-15	31	-30	-2	-9
COc1ccc(C(=O)Nc2cc(Cl)ccc2Cl)c(OC)n1	-24	6	.	.	-1	-15	-20	-20	-17	-6	1
Cc1nn(Cc2c(Cl)cccc2Cl)c(C)c1NC(=O)c1cn(-c2ccccc2)nc1-c1ccccc1	-10	-8	.	.	2	1	27	2	-2	7	70*
CC(=O)Nc1ccc(NC(=O)CS(=O)(=O)Cc2ccccc2)cc1	-4	-2	8	-2	-4	6	-12	9	-13	-2	8
COC(=O)C1C/C(=N/NS(=O)(=O)c2ccc(C)cc2)CS1 (stereo unspecified)	7	-7	16	-9	0	18	-17	15	-7	-12	-17
CC(Cc1ccccc1)C(=O)NCCO (stereo unspecified)	-3	-1	-1	-1	5	-3	-5	-24	-56	0	-2
CS(=O)(=O)N(CC(=O)N1CCOCC1)c1ccc2c3c(cccc13)CC2	-2	3	-12	16	1	8	9	-5	8	1	-3
Cc1cc(OCCCC(=O)N2CCCCC2)cc(C)c1Cl	-1	4	-14	-22	-3	9	-69	-8	5	-5	-42
CC(=O)NS(=O)(=O)c1ccc(NC(=S)NC(=O)C(C)C)cc1	-9	-4	-2	-24	-3	12	2	16	-4	-2	10
c1ccc2c(c1)ncn2Cc1nnc2sc(-c3ccncc3)nn12	0	4	0	9	-5	-5	-5	-8	-39	2	-11
CCCSc1n[nH]c(NC(C)=O)n1	-4	-6	10	8	0	-6	-12	15	6	5	7
COc1ccc(C2C(CC(=O)O)=C(O)C(=O)N2c2ccccc2)cc1 (stereo unspecified)	-10	-9	-1	-13	2	-10	-4	-32	-15	7	-22
COc1ccc(C(C)C)cc1S(=O)(=O)Nc1ccc(Cl)cn1	-5	-2	6	0	-2	4	7	-16	-8	-4	3

An excerpt (hit frequency here may not be typical).
